Lipid droplet = modulators of hepatic lipid droplet formation; 0.4% of 240,000 active; AML12 mouse hepatocytes, oleate lipid droplets, BODIPY imaging; inhibition, % at 6.5 µM;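 active = lipid droplet intensity inhibited by at least 50%, with more than 500 cells counted; inconclusive = wells with under 300 cells, treated as cytotoxic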
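Test system: AML12 mouse liver cells; schedule: overnight exposure; technique: high-content imaging of BODIPY-stained droplets and DAPI nuclei; read-out: % inhibition of corrected integrated BODIPY droplet signal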
Ins promoter up = MIN6 insulin promoter up-regulation. MIN6 insulin promoter-GFP reporter, high-content imaging; stronger effect = higher value. 0.3% of 190,000 active. z-score at 5 µM;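 active = z-score above 3 at 5 µM with at least 500 cells counted in the well; inconclusive = wells under 500 cells, flagged as cytotoxic or low count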
WT yeast gro inh = growth inhibition of WT yeast, mitochondrial fusion screen. mitochondrial fusion phenotypic screen, WT strain. inhibition, % at 10 µM. 2.1% of 190,000 active; in the data active = inhibition above about 58%; tested in S. cerevisiae
West Nile virus CPE = inhibition of WNV-induced cytopathic effect – cell-based, CPE readout (AID 1621) | West Nile virus-infected cells, CPE inhibition; higher % means a stronger effect | 0.02% of 290,000 active | one-dose CPE inhibition, % at 10 µM; IC50 in µM for titrated hits; in the data active = a potency from the dose series; inconclusive = CPE inhibition mostly from about 3.7% at the one dose, without a potency; inactive = the rest, 99 in 100 with CPE inhibition below about 2.2%; also: strong numbers were not always called active
MT stabilize HCS = microtubule stabilization, imaging screen; HeLa tubulin immunostaining HCS, 24 h; share of cells brighter than vehicle mean+2SD; 0.83% of 200,000 active; % tubulin-high responders, % at 10 µM;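 active = plate Z-score above 3 for both tubulin-high and condensed-nucleus cell shares, with cell loss under 80%, at 10 µM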;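 also: anti alpha tubulin signal scored within the nucleus-defined area of each cell; some results filed as inactive read as strong as hits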
T cell HTS = modulates CD8 T cell binding to vesicles | calls only at 7 µM | 0.068% of 330,000 active | 2C CD8+ T cell-vesicle binding, flow cytometry; stronger effect = lower value | AID 2052;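 active = response, share of CD8 T cells binding vesicles, and their 90th percentile fluorescence all below set limits, cut at about 80% in these data, passing the limit was not always enough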
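Benchmarks: naked versus QL9-loaded vesicles / Assay system: purified 2C TCR transgenic mouse naive CD8+ T cells / Technique: high-throughput flow cytometry with anti-B7-1 and anti-CD8 staining / Timing: Cell–vesicle co-incubation 1.5 h at 37 °C, staining 20 min on ice / Read-out: percent CD8+ FL2 mean versus row control / Probe or stimulus: QL9-loaded Drosophila micro-vesicles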
bCat nuc transl = alters nuclear translocation of beta-catenin in HeLa cells. 0.3% of 190,000 active. immunofluorescence imaging. nuclear translocation activity, % at 5 µM;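 active = nuclear translocation activity above 50% at 5 µM, with a well cell count of 50 or more; inconclusive = wells under 50 cells across six images, flagged as toxic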;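 also: per-cell ratio of nuclear to cytoplasmic median beta-catenin stain intensity; plate controls were DMSO negative control for no effect and GSK-3 inhibitor IX positive control for full effect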
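Technique: fluorescence imaging of beta-catenin antibody stain plus DAPI / Material: human HeLa cell line / Incubation: compound treatment 24 h, 37°C, 5% CO2 / Read-out basis: % activation of per-cell nuclear versus cytoplasmic median beta-catenin signal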
Autophagy mod = alters autophagy in cells; MEF GFP-LC3 puncta imaging; test concentration mostly 10 µM; calls only at 10 µM (by protocol); 0.98% of 190,000 active; AID 463193;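 active = percentage of spot-positive cells more than 3 SD above its plate mean, without a fluorescence outlier flag or 80% toxicity; inconclusive = no clear call, values can overlap the other calls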;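 also: spot-positive cell cutoff set from DMSO-treated cells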
Myeloid diff 2 = myeloid differentiation induction. AID 624256. ER-HoxA9 myeloid progenitors, lysozyme-GFP differentiation, flow cytometry. 1% of 360,000 active. calls only at 10 µM;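 active = normalized GFP-positive differentiation at or above the plate's own cutoff, the solvent-only control mean plus 3 SD; inconclusive = no clear call, values can overlap the other calls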;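 also: cells exposed to compound for four days before flow analysis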
WT yeast gro inh mutant strain = further read-out of WT yeast gro inh, marked with its call; inhibition, %; mitochondrial fusion phenotypic screen, mutant strain inhibition
Ins promoter up cell count = further read-out of Ins promoter up, marked with its call; cell count; measured here: cytotoxicity, nuclei count;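 total cells summed across four imaged fields per well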
Lipid droplet cells 6.5 µM = recorded beside Lipid droplet, whose call it bears; cell count; measured here: cell count, cytotoxicity flag;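 cells counted across two imaged fields per well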
bCat nuc transl cell count 5 µM = recorded beside bCat nuc transl, whose call it bears; cell count; measured here: cell count, cytotoxicity flag
T cell HTS vesicle-bound % = recorded beside T cell HTS, whose call it bears; double positive events, %; measured here: CD8+ vesicle-bound cell fraction;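 binding gate set so that unloaded-vesicle control wells show 10% double positive cells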
MT stabilize HCS Hoechst-high % = further read-out of MT stabilize HCS, marked with its call; % Hoechst-high responders; measured here: nuclear condensation Hoechst responders;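 share of cells brighter than vehicle mean plus two SD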
MT stabilize HCS cytotoxicity % = recorded beside MT stabilize HCS, whose call it bears; toxicity, %; measured here: cytotoxicity by cell density;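 0% = mean cell density of plate MIN control wells and 100% = no cells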
Autophagy mod cell loss 18 h = further read-out of Autophagy mod, marked with its call; toxicity, %; measured here: cell loss, nuclei count;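 cell loss after 18 h compound exposure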
Myeloid diff 2 GFP+ MAC1+ % = also measured in Myeloid diff 2; calls as there; GFP+ MAC1+ double positive, %; measured here: differentiation confirmed by MAC1 staining
An asterisk follows results filed as active; i = inactive; ? = inconclusive; nt = not tested or not shown; + = active, no number.

SMILES	Lipid droplet	Lipid droplet cells 6.5 µM	Ins promoter up	Ins promoter up cell count	WT yeast gro inh	WT yeast gro inh mutant strain	West Nile virus CPE	MT stabilize HCS	MT stabilize HCS Hoechst-high %	MT stabilize HCS cytotoxicity %	T cell HTS	T cell HTS vesicle-bound %	bCat nuc transl	bCat nuc transl cell count 5 µM	Autophagy mod	Autophagy mod cell loss 18 h	Myeloid diff 2	Myeloid diff 2 GFP+ MAC1+ %
Cc1ccc(NC(=O)C[n+]2ccn(C3=C([O-])c4ccccc4C3=O)c2)cc1	-12	686	-0.69	1305	16	19	-0.5%	4.2	2.8	8.6	i	44	0.0	1099	i	-7	i	0.0
CCN(CC)S(=O)(=O)c1ccc(Cl)c(C(=O)OC2CC(C)OC2=O)c1 (stereo unspecified)	-1	702	nt	nt	nt	nt	0.6%	nt	nt	nt	i	33	nt	nt	nt	nt	i	0.4
CCn1c(=S)sc2c(=O)n(CC(=O)Nc3cc(OC)ccc3OC)c(C)nc21	-48	741	nt	nt	nt	nt	2.2%	nt	nt	nt	i	9	nt	nt	nt	nt	i	3.2
CCOc1ccc(CC(=O)N2CCC3(CC2)NCCc2[nH]cnc23)cc1	-23	709	nt	nt	nt	nt	0.3%	nt	nt	nt	i	22	nt	nt	nt	nt	i	3.0
Fc1cccc(CSc2nc3ncccc3[nH]2)c1	nt	nt	-0.2	1216	-3	-8	-0.1%	2.1	2.2	7.6	i	22	2.8	1391	i	37	i	0.7
CN(C(=O)COC(=O)c1cc([N+](=O)[O-])ccc1Cl)c1ccccc1	0	782	nt	nt	nt	nt	-0.1%	nt	nt	nt	i	12	nt	nt	nt	nt	i	0.6
Cc1cc(C)n2nc(-c3sccc3-n3c(C)ccc3C)cc2n1	nt	nt	-0.9	1454	12	7	0.3%	1.9	1.2	0.5	i	20	2.7	1424	i	-1	i	0.9
O=C1[C@@H]2Cc3c([nH]c4ccccc34)C(c3ccccc3)N2C(=O)CN1C1CC1 (stereo partly specified)	23	708	nt	nt	nt	nt	-0.7%	nt	nt	nt	i	25	nt	nt	nt	nt	i	0.3
O=C(Nc1ccc(S(=O)(=O)N2CCCCCC2)cc1)C1CCCO1 (stereo unspecified)	-14	682	nt	nt	3	11	-0.1%	3.0	2.2	6.5	i	4	nt	nt	i	-7	i	0.5
COc1ccc(S(N)(=O)=O)cc1C(=O)N(C)CC(=O)Nc1ccc(N2CCOCC2)cc1	-1	836	nt	nt	nt	nt	-0.3%	nt	nt	nt	i	18	nt	nt	nt	nt	i	1.7
Cc1cc(C)cc(NC(=O)COC(=O)CCCNC(=O)c2ccc(Cl)cc2)c1	0	556	-0.51	1514	-4	-5	-0.1%	3.7	2.6	7.6	i	33	-0.7	1051	i	16	i	0.4
O=C(Nc1ccccc1Cl)N1CCN(c2ccccn2)CC1	0	790	nt	nt	7	-2	-0.2%	3.8	2.8	9.2	i	38	2.5	1012	i	-9	i	0.9
O=C(CCC1CCCC1)N1CCN(C(=O)C2CC2)CC1	-1	665	nt	nt	-1	12	0.3%	1.2	1.8	5.5	i	55	-2.2	1021	i	-3	i	1.2
CN(C(=O)CSc1nc2cc(Cl)ccc2c(=O)n1Cc1ccco1)C1CCS(=O)(=O)C1 (stereo unspecified)	-11	710	-0.67	1308	-9	11	-0.9%	1.5	2.3	5.2	i	59	-0.7	1026	i	-6	i	1.0
CC1=C(C(=O)Nc2cc(C(=O)N3CCN(c4cccc(C)c4)C(C)C3)ccc2C)SCCO1 (stereo unspecified)	-1	749	nt	nt	nt	nt	1.1%	nt	nt	nt	i	28	nt	nt	nt	nt	i	4.7
Nc1nonc1C(=O)NCCNCc1cc(Br)ccc1OCc1ccc(F)cc1	nt	nt	?	nt	-23	-11	-1.6%	1.6	2.0	8.6	i	17	2.0	1370	+	18*	i	0.7
Cc1ccc(CNC(=O)CN(C2CCCCC2)S(C)(=O)=O)cc1	-8	699	nt	nt	-15	-2	-0.1%	3.1	1.0	4.2	i	50	-1.3	1186	i	0	i	1.1
O=C(Nc1nncs1)c1cc2c(s1)CCC2	-1	657	-0.2	1368	-16	14	-0.7%	2.9	3.5	2.8	i	8	-2.2	1173	i	-10	i	0.5
O=C(N/N=C/C1CC2CCC1C2)C1CC1 (stereo unspecified)	11	646	nt	nt	nt	nt	0.3%	nt	nt	nt	i	19	nt	nt	nt	nt	i	1.2
O=C(Nc1cnccc1C(F)(F)F)NC1CCCCC1	3	678	0.28	1500	nt	nt	-0.1%	nt	nt	nt	i	48	-2.5	1158	nt	nt	i	0.5
COc1ccc(-c2ncccc2OC(=O)C23CC4CC(CC(C4)C2)C3)cc1OC	7	677	-0.17	1487	9	1	1.5%	6.1	2.4	9.0	i	23	-1.5	1164	i	29	i	0.8
COc1ccc(NC(=O)c2cc(-c3ccc(C)o3)nc3ccccc23)cc1OC	-5	702	1.3	1215	46	42	0.7%	2.6	1.3	30	i	37	nt	nt	i	-2	i	0.0
Cc1nc(-c2cccc(NS(C)(=O)=O)c2)cs1	-3	724	nt	nt	-5	-11	-0.2%	0.9	1.5	8.2	i	10	nt	nt	i	-2	i	0.5
Cc1ccc(NC(=O)CNCc2ccc(Cl)cc2Cl)cc1S(=O)(=O)N(C)C	-19	833	nt	nt	nt	nt	-0.3%	nt	nt	nt	i	29	nt	nt	nt	nt	i	1.7
COc1cc2nc(SCc3ccc(Cl)cc3Cl)n(Cc3cccs3)c(=N)c2cc1OC	nt	nt	nt	nt	-29	0	-0.8%	2.4	2.5	6.5	i	15	nt	nt	i	-24	i	0.8
c1csc(CN2CCOCC2)c1	5	753	0.42	903	3	8	-0.2%	0.9	2.4	7.3	i	15	-3.2	1237	i	-15	i	10
O=C(N=C1SCC(=O)N1c1ccccc1Cl)c1ccco1	nt	nt	nt	nt	10	4	1.3%	2.4	2.0	7.1	i	36	nt	nt	i	-15	i	1.5
Cc1ccc(-n2c(C)cc(C(=O)OCC(=O)N(C)C3CCS(=O)(=O)C3)c2C)cc1 (stereo unspecified)	-17	661	0.42	1917	12	-13	-0.5%	7.2	2.4	12	i	52	-0.7	1045	i	8	i	0.8
CC(C)OC(=O)c1ccc(NC(=O)Cn2c(-c3nonc3N)nc3ccccc32)cc1	2	775	0.06	1295	-8	-6	0.1%	3.1	2.4	10	i	20	-5.3	605	i	24	i	1.8
NS(=O)(=O)c1ccc(NN=C2CCN(Cc3ccccc3)CC2)c([N+](=O)[O-])c1	-17	668	1.8	1551	-5	-9	-0.3%	2.6	2.3	11	i	45	-3.4	993	i	3	i	0.4
Cc1ccc(S(=O)(=O)NCc2ccc(N3CCN(C(=O)OC(C)(C)C)CC3)cc2)cc1	-14	853	nt	nt	nt	nt	-0.5%	nt	nt	nt	i	12	nt	nt	nt	nt	i	3.8
COc1ccccc1C(=O)NCC1(c2ccccc2)CCCC1	-10	735	-0.72	1477	26	5	-1.8%	1.9	0.9	3.5	i	26	0.1	1537	i	-10	i	0.2
Cn1c(CNC(=O)c2ccc(F)cc2)cc2ccccc21	8	787	nt	nt	nt	nt	-0.8%	nt	nt	nt	i	28	nt	nt	nt	nt	i	2.0
Cc1cccc(NC(=O)CSc2nc(-c3ccccc3)c(C#N)c(=O)[nH]2)c1C	nt	nt	0.54	1522	11	-5	nt	1.9	1.5	8.7	i	14	-2.1	1218	i	-17	i	0.9
COc1ccc(S(=O)(=O)N2CCN(C(=O)c3c(-c4ccccc4)noc3C)CC2)cc1	nt	nt	-1.1	1343	-5	-12	0.9%	2.3	1.6	9.2	i	32	-1.1	998	i	7	i	0.6
Cc1nc2scc(-c3cccs3)c2c(=O)o1	2	823	-0.57	1196	3	-5	0.0%	3.9	3.8	8.4	i	24	-1.6	1147	i	-2	i	0.9
CC(=O)NNc1ncnc2c1cnn2-c1ccc(C)c(C)c1	2	779	0.28	1171	-2	23	0.1%	2.3	1.7	7.4	i	31	0.1	1066	i	2	i	0.5
CCOc1ccc(C2/C(=C(\O)c3ccc4c(c3)OCCO4)C(=O)C(=O)N2Cc2cccnc2)cc1OCC (stereo unspecified)	-16	627	nt	nt	nt	nt	0.3%	nt	nt	nt	i	52	nt	nt	nt	nt	i	2.1
COc1ccc(C2=CC(c3cccc(OC)c3)n3nnnc3N2)cc1 (stereo unspecified)	-3	676	-0.18	1401	14	21	-0.9%	3.3	3.9	3.2	i	57	-0.9	1070	i	3	i	0.3
O=C(N=C1SC2CS(=O)(=O)CC2N1c1ccccc1)C1CCCCC1 (stereo unspecified)	-3	775	nt	nt	nt	nt	0.5%	nt	nt	nt	i	19	nt	nt	nt	nt	i	1.1
O=C1CC(c2nc3ccccc3[nH]2)CN1c1ccccc1F (stereo unspecified)	-6	651	0.78	1930	10	-4	0.8%	7.2	1.7	6.8	i	36	-0.2	1092	i	3	i	2.6
O=C(COC(=O)c1c2c(nc3ccccc13)/C(=C/c1cccc([N+](=O)[O-])c1)CCC2)NC1CCS(=O)(=O)C1 (stereo unspecified)	-9	637	-0.61	1299	24	-17	-0.6%	6.1	4.8	5.6	i	49	28	937	i	2	i	0.6
